HePTP inh – human HePTP phosphatase inhibition | P35236 | recombinant HePTP phosphatase activity, OD absorbance | inhibition, % at 20 µM | 110,000 compounds, 0.64% hits; in the data active means inhibition above about 50%;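 further: plate controls were vehicle for no effect and reference inhibitor for full effect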
Target sequence (P35236 whole entry, looked up): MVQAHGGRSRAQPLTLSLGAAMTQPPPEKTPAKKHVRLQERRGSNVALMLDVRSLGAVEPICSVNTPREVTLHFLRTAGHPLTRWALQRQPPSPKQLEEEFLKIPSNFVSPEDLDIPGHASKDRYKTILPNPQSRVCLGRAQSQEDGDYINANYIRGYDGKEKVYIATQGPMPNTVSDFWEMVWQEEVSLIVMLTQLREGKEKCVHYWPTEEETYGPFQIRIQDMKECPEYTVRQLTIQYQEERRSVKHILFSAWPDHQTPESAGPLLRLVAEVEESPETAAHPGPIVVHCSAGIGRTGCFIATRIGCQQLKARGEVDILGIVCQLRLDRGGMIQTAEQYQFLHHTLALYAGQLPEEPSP
BAP1 inh – human BAP1 deubiquitinase inhibition; 72,000 compounds, 0.48% hits; recombinant BAP1, Ub-AMC hydrolysis fluorescence kinetic; active compounds read low; activity remaining (% of control), % at 20 µM; Q92560; AID 436;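 active means activity remaining at or below 50% of control, provided the compound also passes the data quality filters; inactive means the rest, including low values that fail the filters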;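 further: 100% = DMSO wells rate and 0% = substrate alone blank rate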
Target sequence (Q92560 whole entry, looked up): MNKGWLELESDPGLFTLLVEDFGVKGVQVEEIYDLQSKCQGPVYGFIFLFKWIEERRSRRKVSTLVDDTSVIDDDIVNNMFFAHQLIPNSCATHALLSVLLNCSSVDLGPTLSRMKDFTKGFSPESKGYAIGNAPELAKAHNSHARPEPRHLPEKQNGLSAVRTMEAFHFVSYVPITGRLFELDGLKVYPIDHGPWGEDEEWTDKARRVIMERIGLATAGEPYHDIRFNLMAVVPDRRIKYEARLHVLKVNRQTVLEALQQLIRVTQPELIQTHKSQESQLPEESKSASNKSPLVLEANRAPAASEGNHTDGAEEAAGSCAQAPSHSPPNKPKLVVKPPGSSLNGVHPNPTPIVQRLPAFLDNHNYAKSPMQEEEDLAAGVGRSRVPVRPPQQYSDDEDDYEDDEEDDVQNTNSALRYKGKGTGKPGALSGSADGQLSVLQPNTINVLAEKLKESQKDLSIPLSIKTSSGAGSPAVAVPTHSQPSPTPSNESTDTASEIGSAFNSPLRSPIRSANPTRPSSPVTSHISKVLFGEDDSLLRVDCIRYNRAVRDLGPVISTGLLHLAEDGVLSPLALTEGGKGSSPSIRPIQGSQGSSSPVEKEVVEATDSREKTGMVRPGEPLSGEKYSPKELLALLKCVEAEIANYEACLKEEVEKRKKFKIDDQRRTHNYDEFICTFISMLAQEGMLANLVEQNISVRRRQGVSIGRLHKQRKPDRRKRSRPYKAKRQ
An asterisk follows results filed as active; . = no result given; & = joins results of further samples.

HePTP inh,BAP1 inh,smiles
-1.8,108.5,CCOC(=O)C1CCN(C(=O)C2(NC(=O)Nc3ccccc3Cl)CCCCC2)CC1
-10.7,107.5,Cc1c(C(O)CN2CCC(C(N)=O)CC2)c2ccccc2n1C (centres undefined)
4.8,.,N#Cc1c(NC(=O)CSc2ncc(-c3ccccc3)n2CC2CCCO2)sc2c1CCCC2 (centres undefined)
8.8,90.3,COc1ccc(C2CC(c3c(Cl)cccc3Cl)n3nc(N)nc3N2)cc1 (centres undefined)
-5.3,50.7,CCC(C)(C)NC(=O)C(c1cccn1C)N(Cc1ccc(C)cc1)C(=O)Cn1nnc2ccccc21 (centres undefined)
7.3,.,Cc1ccc(N2C(=O)SC(Nc3ccc(C)c(Cl)c3)C2=O)cc1 (centres undefined)
-9.6,.,Cc1ccc(NC(=O)CC2SC(=Nc3ccccc3)N(c3ccccc3)C2=O)cc1 (centres undefined)
-0.8,91.5,COc1ccc(CNC(=O)C2CCN(C(=O)N3CCOc4ccc(C)cc43)CC2)cc1
3.0,57.6,CCn1cnc2scc(-c3ccccc3)c2c1=O
.,60.2,CCCCCc1nc2ccc([N+](=O)[O-])cc2[nH]1
-29.0,.,COc1ccc(NC(=S)NC(=O)C23CC4CC(CC(C4)C2)C3)cc1
-10.6,.,O=C1N=c2ccccc2=C1c1sc(Nc2ccc(F)cc2)nc1O
7.6,.,Clc1cc(Cl)c2nc3[nH]c4ccc(Br)cc4c3nc2c1
.,70.0,CC1(C)CC(=O)C2=C(C1)Nc1cc(C(=O)c3ccccc3)ccc1NC2c1ccc(Cl)cc1 (centres undefined)
4.8,.,C/C(=C/C(=O)c1ccc(Cl)cc1)Nc1cccc(O)c1
7.8,107.5,Cc1ccc(OCC(O)CNS(=O)(=O)c2ccccc2C(=O)N2CCCCC2)cc1 (centres undefined)
0.2,.,CC1=NN(c2ccccc2)C(=O)/C1=C\c1cc([N+](=O)[O-])ccc1N(C)C
-14.7,.,Cc1ccc(N2CCN(/N=C\c3ccccc3[N+](=O)[O-])CC2)cc1
1.9,.,COc1ccc(C(=O)Nc2ccccc2C(=O)Nc2nc3ccccc3n2C)cc1
2.8,.,COc1ccc(C(=O)Nc2ccc(Br)cn2)cc1OC

Record cards, as listed above:
`C/C(=C/C(=O)c1ccc(Cl)cc1)Nc1cccc(O)c1` across the screens: HePTP inh = 4.8; BAP1 inh = .
`CCC(C)(C)NC(=O)C(c1cccn1C)N(Cc1ccc(C)cc1)C(=O)Cn1nnc2ccccc21` (centres undefined) across the screens: HePTP inh = -5.3; BAP1 inh = 50.7

Later entries:
HePTP inh,BAP1 inh,smiles
-3.9,76.0,CCCC1C2CN(C(C)=O)CC=C2C(C#N)=C(N)C1(C#N)C#N (centres undefined)
6.6,152.7,COc1cc(-c2nn3c(-c4cccnc4)nnc3s2)cc(OC)c1OC
14.4,.,CC1=NN(c2cccc(C(=O)O)c2)C(=O)/C1=C\c1ccc(O)c([N+](=O)[O-])c1
-12.6,.,CCC(C)c1ccc(NC(=O)/C=C/c2cccc([N+](=O)[O-])c2)cc1 (centres undefined)
.,92.0,c1cnc(N2CCN(Cc3ccc4c(c3)OCO4)CC2)nc1
6.3,84.2,c1ccc(-c2n[nH]c3ccccc23)cc1
1.3&9.9,97.5,CC(=O)NCCOc1ccc(C(=O)O)cc1
9.0,126.6,COc1cc2c(cc1OC)C(C(=O)O)C(c1ccc(C)o1)N(C)C2=O (centres undefined)
2.8,135.1,CCCc1nc(-c2ccccc2O)n(-c2ccccc2)n1
3.7,.,Cc1cc(OCC(=O)Nc2ccc3oc(-c4cccnc4)nc3c2)cc(C)c1Cl
-0.1,.,COc1c(Cl)cc(Cl)cc1/C=C/c1cc(C(F)(F)F)[nH]c(=O)n1
1.2,107.3,CCC(=O)N1c2ccc(S(=O)(=O)CCC(=O)N3CCN(c4ccccc4)CC3)cc2CC1C (centres undefined)
-3.0,109.4,Cc1cc(C)nc(SCC(=O)Nn2cnnc2)n1
4.0,179.9,COc1ccc(-c2cc(C(F)(F)F)n3nc(C(=O)OC(C)C)cc3n2)cc1OC
-0.1,89.2,COc1cc(SC)ccc1C(=O)Nc1ccc2c(c1)OCCO2
3.8,.,CC(=O)Nc1cccc(NC(=O)c2ccc(Cl)c([N+](=O)[O-])c2)c1
7.5,116.7,O=C(O)c1cccc(NC(=O)c2cccc(S(=O)(=O)N3CCCCC3)c2)c1
5.2,.,CC(C)OC(=O)c1c(-c2ccc(Cl)cc2Cl)csc1N
-11.6,.,Cc1ccc(NS(=O)(=O)c2ccc3ccccc3c2)cc1Cl
4.0,100.0,O=C(c1ccco1)N1CCN(C(c2ccccc2)c2nnnn2Cc2cccs2)CC1 (centres undefined)

The results go on:
HePTP inh,BAP1 inh,smiles
0.1,100.8,CCCCNC(=O)c1cc(-c2ccc(OC)cc2)on1
9.1,.,CC(C)(C)NCCOCCOc1cccc(Cl)c1Cl
2.4,.,Cc1ccc(-c2csc(NC(=O)C3C4CCC(C4)C3C(=O)O)n2)c(C)c1 (centres undefined)
-17.3,.,COc1cc([N+](=O)[O-])ccc1-c1ccc(/C=C(/C#N)C(=O)Nc2cccc(Br)c2)o1
1.4,81.5,CCCN1C(=O)C2(/C(=C(\O)c3ccc4c(c3)OCCO4)C(=O)C(=O)N2CCCOC)c2ccccc21 (centres undefined)
1.2,116.2,COc1cc2cc(C)c(SCC(=O)N3CCOCC3)nc2cc1OC
9.1,62.7,Nc1nc(SCc2ccc3c(c2)OCCO3)n[nH]1
2.3,92.8,CCOC(=O)c1sc2ccc(S(=O)(=O)N3CCOCC3)cc2c1N
2.7,.,COc1ccc(-c2nc3cc(NC(=O)c4ccc([N+](=O)[O-])cc4)ccc3o2)cc1Cl
4.6,.,COc1ccc(C2C(C(=O)NCc3cccnc3)c3ccccc3C(=O)N2C)cc1OC (centres undefined)
0.5,.,C=CCn1c(SCC(=O)NCCCN2CCOCC2)nc2sc(C)c(C)c2c1=O
1.1,114.1,CC(C)(C)c1ccc(NC(=O)CC2(C(F)(F)F)OCCO2)cc1
6.1,117.8,C=CCn1c(=O)c2ccccc2n2c(SCc3c(C(=O)OCC)oc4ccccc34)nnc12
8.8,110.5,CCOC(=O)c1ccccc1NC(=O)CN(c1ccccc1)S(=O)(=O)N(C)C
6.0,85.8,Cc1nc2sc(-c3ccccc3)cc2c(=O)n1-n1cccc1
10.1,.,CC1=C(C(=O)OCc2ccccc2)C(c2ccccn2)c2c(n(C)c(=O)n(C)c2=O)N1 (centres undefined)
7.3,97.3,Cc1c(NC(=O)COc2ncnc3c(Cl)cc(Cl)cc23)c(=O)n(-c2ccccc2)n1C
-1.2,90.6,O=C(CCCCn1c(=O)[nH]c2ccccc2c1=O)N1CCN(c2ncccn2)CC1
4.0,119.3,Cn1cnnc1SCC(=O)Nc1sccc1C#N
7.5,107.2,CCc1nnc(NC(=O)CCC(=O)N2CCN(CCOc3ccc(C)cc3)CC2)s1

The results go on:
HePTP inh,BAP1 inh,smiles
9.0,127.9,N#Cc1nc(-c2ccccc2F)oc1NCc1cccc2c1OCO2
1.4,.,CC(C)N1CC2=C(OC(N)=C(C#N)C2c2cccnc2)/C(=C/c2cccnc2)C1 (centres undefined)
-2.4,159.3,O=S(=O)(c1ccccc1)N1CCC(N2CCCCCC2)CC1
9.8,90.9,O=C(O)C1C2C=CC3(CN(C/C=C/c4ccccc4)C(=O)C13)O2 (centres undefined)
-5.2,132.8,CCN(CC)c1ccc(C2NC(=O)NC(C)=C2C(=O)Nc2ccccc2)cc1 (centres undefined)
-11.5,103.6,CCCc1cc(=O)[nH]c(SCC(=O)N2CCN(c3ccccc3)CC2)n1
-4.4,.,COc1ccc(/C=C/C(=O)Nc2ccc(OC)c(OC)c2)cc1OC
-7.6&5.0,92.9,CCN1CCN(S(=O)(=O)Cc2ccccc2)CC1
-5.8,.,COc1cccc(C(=O)Nc2ccc(-c3cc4ccccc4oc3=O)cc2)c1
-11.0,102.8,CN(C)C(=O)N1CCCC(C(=O)NCc2ccc(F)cc2Cl)C1 (centres undefined)
10.8,95.3,O=C(Cn1cnc2ccccc2c1=O)NC1CCCc2ccccc21 (centres undefined)
-4.8,.,CCOc1ccc(Cl)cc1/C=C1/SC(=S)N(C)C1=O
4.2,93.4,CCNc1nc(NC(C)C)nc(Nn2cnnc2)n1
-4.5,.,O=C(Cc1ccc(Br)cc1)NCC1CCCO1 (centres undefined)
-2.9,.,COc1cc(C=NN2CCN(Cc3ccccc3)CC2)cc(OC)c1OC
5.1,106.2,CCNC(=O)NC1(C(=O)Nc2ccc3c(c2)CCC3)CCCCC1
-6.3,94.5,O=C(NCCCc1ccccc1)C1CCN(c2nnc(-n3cccc3)s2)CC1
9.1,.,CCCN1C(=O)/C(=C/c2nc3ccccc3c(=O)n2-c2ccccc2[N+](=O)[O-])c2ccccc21
-9.6,77.7,CC(C)CC(NS(=O)(=O)c1ccc2c(c1)oc(=O)n2C)C(=O)NC1CCCc2ccccc21 (centres undefined)
-8.0,.,COc1ccc2[nH]c(=O)c(CN(Cc3cccs3)Cc3nnnn3C(C)(C)C)cc2c1

Next results follow:
HePTP inh,BAP1 inh,smiles
6.7,57.3,CS(=O)(=O)N1CCN(C(=O)Cc2cccs2)CC1
16.1,93.0,COC(=O)c1cc(COc2ccc3oc(C)c(C(=O)OC)c3c2)c(C)o1
4.4,92.4,CCc1ccc(-c2nnn(CCC(=O)OC)n2)cc1
-2.1,61.9,c1ccc(-c2nn3c(C4CCCCC4)nnc3s2)cc1
5.9,75.7,O=c1c(F)cn(C2CCCO2)c(=O)n1Cc1ccccc1Cl (centres undefined)
-9.0,89.5,Cc1ccc(-c2nc(CS(=O)CC(=O)NCCN3CCCC3)c(C)o2)cc1 (centres undefined)
4.0,68.1,Cc1cc(NC(=O)CC2CCCC2)n(-c2nc3ccccc3[nH]2)n1
7.4,83.2,CCOC(=O)c1ccccc1NC(=O)CSc1nnc(COc2ccccc2)n1CC
-2.6,103.1,c1ccc(C2CC(c3cccs3)n3nnnc3N2)cc1 (centres undefined)
7.8,.,COc1ccccc1-c1coc2cc(OC(=O)c3ccccc3C)ccc2c1=O
1.7,61.2,Cc1cc(O)c(C(C)C)cc1NS(=O)(=O)c1ccccc1
-5.4,.,Cc1cccc(N2C(=O)C(=O)/C(=C(\O)c3ccccc3)C2c2ccccc2F)c1 (centres undefined)
10.9,.,CN1C(=O)C2(NN=C(c3ccccc3)S2)c2ccccc21 (centres undefined)
11.4,.,Cc1cc(C)c(NC(=O)C(C)Sc2nc3ccccc3[nH]2)c(C)c1 (centres undefined)
5.8,.,O=C(CN(c1ccc(F)cc1)S(=O)(=O)c1ccccc1)Nc1cccc(C(F)(F)F)c1
-1.6,.,NC(=O)c1cc(NC(=O)COc2ccc(F)cc2)ccc1Cl
4.8,73.8,CN=C(c1ccco1)n1c(=S)nc(-c2ccco2)n(C)c1=S
3.6,.,CCc1c(C)nc2[nH]nc(-c3ccccc3OC)n2c1=O
-0.1,.,COC(=O)C1=C(C)NC2=C(C(=O)c3ccccc32)C1c1ccc(F)cc1 (centres undefined)
-0.2,95.6,c1nc(NCC2(N3CCOCC3)CCCCC2)c2ccsc2n1

Quoted from the listing.
COc1ccc(C(=O)Nc2ccc(Br)cn2)cc1OC – HePTP inh = 2.8
Cc1ccc(OCC(O)CNS(=O)(=O)c2ccccc2C(=O)N2CCCCC2)cc1 (centres undefined) – HePTP inh = 7.8

(further entries)
HePTP inh,BAP1 inh,smiles
6.8,.,COc1ccc(C(=O)Nc2ccccc2C(=O)Nc2ccc(C(=O)O)cc2)cc1
-7.2,.,COc1ccc(CN=Cc2c(O)n(-c3ccc(Cl)cc3)c(=O)[nH]c2=O)cc1
8.5,.,CCCCOc1ccc(/C=N/N2CCN(C)CC2)cc1
7.8,.,COc1ccc(C(=O)c2ccccc2)c2c(O)ccc(C(=O)c3ccccc3)c12
.,124.7,CCOC(=O)c1cccc(NC(=O)c2ccc(F)cc2)c1
-11.4,89.3,N#CCC(=O)Nc1sc2c(c1C(N)=O)CCCC2
5.1,.,Cc1ccc(Nc2nc(OC(C(F)(F)F)C(F)(F)F)nc(N3CCOCC3)n2)cc1
-2.1,.,COc1ccc(N(CC(=O)NCc2ccccc2)S(C)(=O)=O)cc1Cl
-2.2,.,O=C(NCc1ccco1)c1ccc(Br)s1
-6.4,.,CC1CC(C)CN(C(=O)Nc2ccccc2)C1 (centres undefined)
3.5,86.0,Nn1c(SCC(=O)Nc2ccc(F)cc2)nnc1C1CCCCC1
1.0,66.6,O=C(NCc1cccc(Cl)c1)c1ccc2c(c1)OCO2
6.3,.,Cc1ccc2[nH]c(C)c(CN3CCN(C)CC3)c(=O)c2c1
0.8,100.1,CC(=O)NS(=O)(=O)c1ccc(NC(=O)c2ccccc2F)cc1
1.8,80.1,COc1cccc(Oc2nc3ncn(Cc4ccccc4)c3c(=O)n2C)c1
8.5,107.0,O=C(N1CCCC1)n1c(Cc2ccccc2)nc2ccccc21
2.0,.,O=C(O)CCC(=O)Nc1ccc(CC(=O)O)cc1

Sorted by molar mass (lowest first): six of the compounds above.
HePTP inh,BAP1 inh,smiles
6.3,.,Cc1ccc2[nH]c(C)c(CN3CCN(C)CC3)c(=O)c2c1
8.5,107.0,O=C(N1CCCC1)n1c(Cc2ccccc2)nc2ccccc21
1.8,80.1,COc1cccc(Oc2nc3ncn(Cc4ccccc4)c3c(=O)n2C)c1
7.8,.,COc1ccc(C(=O)c2ccccc2)c2c(O)ccc(C(=O)c3ccccc3)c12
6.8,.,COc1ccc(C(=O)Nc2ccccc2C(=O)Nc2ccc(C(=O)O)cc2)cc1
5.1,.,Cc1ccc(Nc2nc(OC(C(F)(F)F)C(F)(F)F)nc(N3CCOCC3)n2)cc1
